Source: PubChem
M1AAP inhibition – P. falciparum M1AAP inhibitors, biochemical, fluorogenic H-Leu-NHMec substrate, 1536-well (AID 1445) | recombinant M1AAP, H-Leu-NHMec fluorogenic kinetic assay; higher % means a stronger effect | inhibition, % at 30 µM, or IC50 in µM where a hit was titrated | 0.42% of 220,000 active;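 active = primary inhibition above the hit cutoff, then over 50% inhibition at one or more dose response concentrations, cut at about 23% in these data, passing the limit was not always enough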;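 note: plate controls were DMSO full reaction for no effect and no enzyme background for full effect; strong numbers were not always called active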
Autophagy HCS – autophagy modulation, high-content screen. AID 463193. calls only at 10 µM (by protocol). 0.98% of 190,000 active. MEF GFP-LC3 puncta imaging; test concentration mostly 10 µM;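 active = percentage of spot-positive cells more than 3 SD above its plate mean, without a fluorescence outlier flag or 80% toxicity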;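 note: spot-positive cell cutoff set from DMSO-treated cells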
M17LAP inhibition – P. falciparum M17LAP inhibitors, primary screen, biochemical, fluorogenic H-Leu-NHMec substrate, 1536-well (AID 1619); 0.38% of 220,000 active; one-dose inhibition, % at 30 µM; IC50 in µM for titrated hits; recombinant M17LAP, H-Leu-NHMec fluorogenic kinetic assay; higher % means a stronger effect;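 active = compound inhibiting the enzyme by more than half at any dose during confirmatory dose-response retesting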;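 note: plate controls were full reaction with DMSO carrier for no effect and no enzyme background for full effect; strong numbers were not always called active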
Yfh1-off respiration – mitochondrial function rescue without frataxin homolog – Friedreich's ataxia, plus single-dose screen, dose response (AID 1465) | S. cerevisiae Yfh1-off respiration, WST-1 reduction, 72 h; higher fold induction means a stronger effect | one-dose fold induction at 50 µM; EC50 in µM for titrated hits | 0.074% of 220,000 active;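 active = fold induction of absorbance versus untreated yeast above a set limit, then at least 30% activation at any dose in follow-up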;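 note: activators that raise dye reduction in frataxin-depleted yeast; strong numbers were not always called active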
WT yeast gro inh – growth inhibition of WT yeast, mitochondrial fusion screen | mitochondrial fusion phenotypic screen, WT strain | inhibition, % at 10 µM | 2.1% of 190,000 active | AID 1362; in the data active = inhibition above about 58%; tested in S. cerevisiae
bCat nuc transl – beta-catenin nuclear translocation modulation. 0.3% of 190,000 active. nuclear translocation activity, % at 5 µM. HeLa beta-catenin nuclear translocation, immunofluorescence imaging;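 active = nuclear translocation activity above 50% at 5 µM, with a well cell count of 50 or more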;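 note: per-cell ratio of nuclear to cytoplasmic median beta-catenin stain intensity; plate controls were DMSO negative control for no effect and GSK-3 inhibitor IX positive control for full effect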
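test system = HeLa cells, endogenous beta-catenin | dosing = single 5 µM dose plus 0.02–20 µM confirmation series | times = compound treatment 24 h, 37°C, 5% CO2 | technique = beta-catenin immunofluorescence imaging with DAPI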
Dynein transport – dynein cargo transport inhibition; 3617.4 mouse cells, GR-EGFP nuclear translocation imaging; test concentration mostly 20 µM; stimulated with dexamethasone, 1 µM; active compounds read low; z-score, hits read low; 0.47% of 220,000 active; AID 1381;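 active = plate z-score of nuclear minus cytoplasmic receptor signal below a set negative limit, without overly bright fluorescence or cell loss, cut at about -3.5 in these data, passing the limit was not always enough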;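 note: z-score of nuclear minus cytoplasmic ring GR-EGFP intensity difference per well; some compounds called inactive have numbers as strong as hits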
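Buffer or medium: tet-free medium with charcoal-stripped serum / Also added: dexamethasone agonist, 1.0 µM final, for 30 min / Timing: induction 48 h, compound 1 h, agonist 30 min / Measured by: high-content fluorescence imaging after fixation / Read-out: nuclear-to-cytoplasmic GR-EGFP distribution per well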
MT stabilizer – microtubule stabilizers in HeLa cells. HeLa tubulin immunostaining HCS, 24 h; share of cells brighter than vehicle mean+2SD. % tubulin-high responders, % at 10 µM. 0.83% of 200,000 active. AID 2205;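 active = plate Z-score above 3 for both tubulin-high and condensed-nucleus cell shares, with cell loss under 80%, at 10 µM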;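 note: anti alpha tubulin signal scored within the nucleus-defined area of each cell; some results filed as inactive read as strong as hits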
T cell HTS – T cell immune modulation candidate | 2C CD8+ T cell-vesicle binding, flow cytometry; active compounds read low | calls only at 7 µM | 0.068% of 330,000 active | AID 2052;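 active = response, share of CD8 T cells binding vesicles, and their 90th percentile fluorescence all below set limits, cut at about 80% in these data, passing the limit was not always enough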
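Assay system – 2C mouse CD8+ T cells · Also added – QL9-loaded Drosophila micro-vesicles · Timing – Cell–vesicle co-incubation 1.5 h at 37 °C, staining 20 min on ice · Signal – flow cytometry of vesicle-bound cells · Measure – percent CD8+ FL2 mean versus row control · Controls – Peptide-free naked vesicles (low) and QL9 vesicles with 0.7% DMSO vehicle (high)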
WT yeast gro inh mutant strain – further read-out of WT yeast gro inh, marked with its call; inhibition, %; mitochondrial fusion phenotypic screen, mutant strain inhibition
Dynein transport cytoplasmic EGFP – further read-out of Dynein transport, marked with its call; z-score; measured here: cytoplasmic GR-EGFP intensity; active compounds read high
Dynein transport nuclear GR-EGFP – also measured in Dynein transport; calls as there; z-score; measured here: nuclear GR-EGFP intensity;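 lower value marks the stronger effect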
Dynein transport cell count – recorded beside Dynein transport, whose call it bears; z-score; measured here: cell count per field
bCat nuc transl cell count 5 µM – further read-out of bCat nuc transl, marked with its call; cell count; measured here: cell count, cytotoxicity flag
T cell HTS vesicle-bound % – also measured in T cell HTS; calls as there; double positive events, %; measured here: CD8+ vesicle-bound cell fraction;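 binding gate set so that unloaded-vesicle control wells show 10% double positive cells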
MT stabilizer Hoechst-high % – also measured in MT stabilizer; calls as there; % Hoechst-high responders; measured here: nuclear condensation Hoechst responders;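 share of cells brighter than vehicle mean plus two SD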
MT stabilizer cytotoxicity % – further read-out of MT stabilizer, marked with its call; toxicity, %; measured here: cytotoxicity by cell density;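 0% = mean cell density of plate MIN control wells and 100% = no cells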
Autophagy HCS cell loss 18 h – second read-out of Autophagy HCS, no call of its own (marks repeat the call); toxicity, %; measured here: cell loss, nuclei count;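 cell loss after 18 h compound exposure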
* = called active by the depositor; i = inactive; x = no result given.

SMILES	M1AAP inhibition	Autophagy HCS	Autophagy HCS cell loss 18 h	M17LAP inhibition	Yfh1-off respiration	WT yeast gro inh	WT yeast gro inh mutant strain	bCat nuc transl	bCat nuc transl cell count 5 µM	Dynein transport	Dynein transport cytoplasmic EGFP	Dynein transport nuclear GR-EGFP	Dynein transport cell count	MT stabilizer	MT stabilizer Hoechst-high %	MT stabilizer cytotoxicity %	T cell HTS	T cell HTS vesicle-bound %
Cc1ccc(S(=O)(=O)N2CCC(=O)N(C(COCc3ccc(Cl)cc3)C(C)C)CC2)cc1 (stereo unspecified)	1%	i	6	2%	i	13	-17	x	x	-0.88	-0.19	-0.014	0.76	3.3	1.4	9.2	i	38
CCCC(c1nnnn1Cc1ccccc1)N1CCN(c2ccccc2OC)CC1 (stereo unspecified)	-3%	i	7	14%	i	-9	-4	-1.4	1125	-0.76	-0.15	-0.21	0.085	2.6	3.7	8.3	i	2
CC(C)Sc1cc(N2CCCC2)nc(-c2ccccc2)n1	2%	i	14	-2%	i	30	17	-4.7	959	0.95	-0.21	0.75	-0.21	2.5	1.4	7.8	i	56
CCCC(=O)NC(=S)Nc1ccc(N2CCN(C(=O)c3cccs3)CC2)cc1	7%	i	11	-8%	i	1	-5	-3.8	1055	-0.56	-0.28	-0.13	0.74	1.7	1.1	12	i	4
O=S1(=O)CC/C(=N\Nc2ccccc2)c2ccsc21	9%	i	9	5%	i	36	30	1.7	1354	-0.47	-0.31	-0.29	1	3.7	2.3	1.7	i	57
COc1ccc(C(=O)CSc2nc(SC)ns2)cc1OC	-1%	i	2	-4%	i	21	29	-4.9	1222	-0.18	0.5	0.067	-0.34	1.6	0.2	26	i	56
CCn1c2ccccc2c2cc(NC(=O)CSc3nnc(-c4ccc(OC)c(OC)c4)n3N)ccc21	4%	i	3	31%	i	-1	5	-2.6	1384	-1.2	-0.1	-1.3	0.88	2.2	1.5	12	i	56
CCCc1cc(=O)oc2cc(OCC(=O)N(C)C)c(Cl)cc12	-1%	i	2	-6%	i	0	-6	-1.6	826	1.7	-0.15	1.9	-0.92	1.9	1.6	3.6	i	29
CC(C)c1nnc(NC(=O)c2ccc(S(=O)(=O)N3CCOCC3)cc2)s1	-3%	i	-10	-7%	i	9	9	-0.8	996	-0.16	-0.21	0.14	0.12	2.0	2.4	0.4	i	36
CC(C)(C)c1cn(-c2ccc(F)cc2)c(=S)[nH]1	-2%	i	-8	3%	i	4	16	-0.6	1143	-0.55	-0.21	-0.27	0.64	0.7	0.9	16	i	31
COc1cccc2cc(-c3nnc(SCC(=O)Nc4cc(C(F)(F)F)ccc4Cl)n3N)oc12	1%	i	-3	-4%	i	-7	1	-1.9	952	-1.4	-0.23	-1.2	0.59	4.8	2.8	12	i	49
COc1cc2nc(C3CCC3)nc(N3CCN(c4ccccn4)CC3)c2cc1OC	5%	i	2	4%	i	30	24	x	x	-0.96	-0.29	-0.66	0.55	2.7	3.8	5.1	i	31
CCOC(=O)CSC1=C(C#N)C(c2ccco2)C(C(=O)OCc2ccccc2)=C(C)N1 (stereo unspecified)	4%	i	1	11%	i	31	27	x	x	-1	-0.11	-1	1.2	51*	32*	30*	i	49
O=[N+]([O-])c1ccc(NC2CCN(Cc3ccccc3)CC2)c([N+](=O)[O-])c1	2%	i	4	3%	i	13	20	-0.6	1064	-0.64	-0.34	-0.41	0.13	4.8	0.8	6.2	i	47
CCN(CC)CCNC(=O)C1c2ccccc2C(=O)N(C)C1c1cn(C)c2ccccc12 (stereo unspecified)	16%	i	-2	-3%	i	-10	-4	-1.2	1414	-0.81	-0.19	-0.48	0.58	3.2	2.7	8.2	i	16
O=C1NCCCC1C(=O)NCCNC(=O)C(F)(F)F (stereo unspecified)	12%	i	-1	0%	i	1	-11	-1.7	1163	-0.42	-0.21	-0.35	0.49	2.2	2.2	3.3	i	49
CCCn1nnnc1NC(=O)c1cc(Cl)ccc1Cl	3%	i	10	6%	x	-3	-14	-1.2	913	-0.95	-0.27	-0.69	0.6	3.2	3.1	7.0	i	8
CNS(=O)(=O)c1cc(Cl)ccc1Sc1ccccc1C(=O)O	4%	x	x	2%	i	x	x	-0.7	1284	0.24	-0.27	0.17	0.68	x	x	x	i	46
COc1ccc(S(=O)(=O)Nc2ccc(C)cc2)cc1OC	-3%	i	15	12%	i	11	24	-0.3	1045	0.1	0.13	0.06	0.41	4.3	2.8	6.2	i	35
CC(=O)C1C(c2ccc(Cl)cc2)c2c(n[nH]c2C)CC1(C)O (stereo unspecified)	0%	i	1	-2%	i	4	23	-1.3	1137	0.12	-0.36	0.013	0.24	2.3	2.2	4.8	i	4
Cc1ccc(NC(=O)CC2CS(=O)(=O)CC2CC(=O)Nc2ccc(C)c(C)c2)cc1C (stereo unspecified)	3%	i	2	11%	i	5	-14	-0.9	1366	-0.38	-0.23	-0.51	1.1	1.6	1.7	6.7	i	50
CC1(C)Cc2c(C#N)c(N3CCOCC3)nc(Cc3ccccc3)c2CO1	13%	i	-7	-6%	i	12	5	-1.3	1176	2.1	0.14	2.2	-2.9	2.5	3.2	4.8	i	48
CO/N=C\c1cc(C(=O)c2ccc(Cl)cc2Cl)cn1C	0%	i	2	1%	i	60*	32*	0.8	1007	0.093	-0.29	0.31	0.92	2.7	2.7	4.3	i	25
O=C(Nc1ccc(F)cc1F)Nc1sccc1-c1nc2ccccc2s1	9%	x	x	-10%	i	x	x	-0.9	1319	0.1	-0.22	0.46	0.13	x	x	x	i	19
CC(C)N(Cc1ccccc1)C(=S)Nc1ccccc1F	4%	x	x	-6%	i	x	x	-1.4	1297	1.6	-0.029	0.6	-0.68	x	x	x	i	21
Next part:
SMILES	M1AAP inhibition	Autophagy HCS	Autophagy HCS cell loss 18 h	M17LAP inhibition	Yfh1-off respiration	WT yeast gro inh	WT yeast gro inh mutant strain	bCat nuc transl	bCat nuc transl cell count 5 µM	Dynein transport	Dynein transport cytoplasmic EGFP	Dynein transport nuclear GR-EGFP	Dynein transport cell count	MT stabilizer	MT stabilizer Hoechst-high %	MT stabilizer cytotoxicity %	T cell HTS	T cell HTS vesicle-bound %
Cc1ccc(NC2=C(NCCO)C(=O)c3ccccc3C2=O)cc1	-1%	i	-8	9%	i	9	-2	-5.5	600	0.016	-0.32	-0.28	0.4	3.3	3.3	3.2	i	58
N/C(=N\OC(=O)c1cccs1)C1(c2ccc(Cl)cc2Cl)CC1	1%	x	x	-1%	i	x	x	5.1	912	-0.18	-0.29	-0.12	1.3	x	x	x	i	52
O=C1CC(c2ccccc2F)c2c(c3ccccc3[nH]c2=O)O1 (stereo unspecified)	1%	x	x	10%	i	x	x	-0.5	1359	-0.77	0.046	0.054	-0.15	x	x	x	i	39
O=C(NCCCN1CCCC1)c1ccc2c(Cl)c3c(nc2c1)CCCC3	5%	i	1	17%	i	3	-11	0.0	995	-3.4	0.85	-1.8	-0.054	1.9	2.1	4.2	i	31
COc1cc(/C=C/CN2CCC(CO)(CC3CCCCO3)CC2)ccc1O (stereo unspecified)	4%	i	7	-12%	i	-6	-5	0.2	1026	1.3	-0.25	0.68	-0.2	2.4	1.7	9.3	i	39
Cc1csc(C(C)N(C)C(=O)CCc2nnc(CCc3ccccc3)o2)n1 (stereo unspecified)	1%	i	0	11%	i	-17	-3	-0.1	1009	-0.57	-0.28	-0.29	1.4	3.0	1.7	7.9	i	29
Cc1[nH]n2c(=O)cc(C(C)C)nc2c1-c1ccccc1	-2%	i	1	4%	x	4	15	-3.6	902	0.8	-0.19	0.64	0.37	1.0	3.2	6.0	i	38
O=C(NC12CC3CC(CC(C3)C1)C2)c1ccc(-c2ccccc2Cl)o1	-1%	i	-1	0%	i	10	2	4.1	1501	-0.61	-0.14	-0.5	0.4	1.5	1.3	8.3	i	11
CCOC(=O)Cc1csc(NC(=O)CCc2ccc(S(=O)(=O)N3CCOCC3)cc2)n1	6%	i	-14	8%	i	-13	-9	-4.2	995	2.7	-0.17	1.7	-1.9	3.4	2.9	5.2	i	43
CCc1ccc(C(=O)/C=C/NCc2ccc(F)cc2)cc1	2%	i	0	-4%	i	20	5	-0.9	1159	0.18	-0.23	-0.059	0.35	3.2	1.4	4.9	i	50
CS(=O)(=O)N(CCc1ccccc1)CC(N)=O	-4%	i	2	10%	x	10	12	x	x	-1.8	-0.24	-0.71	0.87	1.8	1.6	21	i	41
C=CCNC(=S)N/N=C(\C)c1cccc(NC(C)=O)c1	0%	i	-1	-1%	i	-16	11	-3.6	990	-0.1	-0.32	0.23	0.00056	2.8	3.5	8.4	i	2

One compound at a time, as listed above. Screens in order: M1AAP inhibition	Autophagy HCS	Autophagy HCS cell loss 18 h	M17LAP inhibition	Yfh1-off respiration	WT yeast gro inh	WT yeast gro inh mutant strain	bCat nuc transl	bCat nuc transl cell count 5 µM	Dynein transport	Dynein transport cytoplasmic EGFP	Dynein transport nuclear GR-EGFP	Dynein transport cell count	MT stabilizer	MT stabilizer Hoechst-high %	MT stabilizer cytotoxicity %	T cell HTS	T cell HTS vesicle-bound %
N/C(=N\OC(=O)c1cccs1)C1(c2ccc(Cl)cc2Cl)CC1 reads 1%	x	x	-1%	i	x	x	5.1	912	-0.18	-0.29	-0.12	1.3	x	x	x	i	52
C=CCNC(=S)N/N=C(\C)c1cccc(NC(C)=O)c1 reads 0%	i	-1	-1%	i	-16	11	-3.6	990	-0.1	-0.32	0.23	0.00056	2.8	3.5	8.4	i	2
